Source: PubChem BioAssay (several laboratories)
FLuc inh counter – inhibits firefly luciferase, flagging false hits in luciferase inhibition screens. P08659. ATPLite firefly luciferase biochemical luminescence, 10 min. inhibition, % at 10 µM. actives 1.5% (n = 200,000). AID 1006;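 active = inhibition above about 50% when tested at 10 µM, limit read from the data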
Target sequence (P08659 whole entry, looked up): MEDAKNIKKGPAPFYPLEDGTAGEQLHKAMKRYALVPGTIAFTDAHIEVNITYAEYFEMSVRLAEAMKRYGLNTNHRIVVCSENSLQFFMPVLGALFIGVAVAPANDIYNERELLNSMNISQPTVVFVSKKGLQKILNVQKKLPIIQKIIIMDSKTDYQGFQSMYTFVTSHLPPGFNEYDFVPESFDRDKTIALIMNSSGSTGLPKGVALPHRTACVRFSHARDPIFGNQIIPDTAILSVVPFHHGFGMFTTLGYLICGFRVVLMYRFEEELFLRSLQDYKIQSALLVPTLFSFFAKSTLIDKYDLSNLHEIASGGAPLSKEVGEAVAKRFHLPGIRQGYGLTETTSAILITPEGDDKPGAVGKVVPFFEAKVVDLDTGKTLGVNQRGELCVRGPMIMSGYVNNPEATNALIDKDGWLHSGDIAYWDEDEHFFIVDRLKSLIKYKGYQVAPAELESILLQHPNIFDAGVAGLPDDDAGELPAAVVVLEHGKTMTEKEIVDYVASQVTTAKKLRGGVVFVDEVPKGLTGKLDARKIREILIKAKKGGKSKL
NF-kB expr up – NF-kB expression increase, human neuronal cells; NF-kB reporter expression; hits give high values; fold change at 12.5 µM; actives 1.6% (n = 190,000); AID 1239; in the data active = fold change above about 3.3
APP 5UTR inh – APP translation inhibition; SH-SY5Y APP 5'UTR-luciferase reporter, luminescence; inhibition, % at 2 µM; actives 0.82% (n = 190,000); AID 1285;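 active = inhibition above a set limit, derived from the sample mean plus 3 SD, cut at about 45% in these data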; also: values of inactives mirror those of a sister screen read the other way
APP 5'UTR act – activates APP 5'UTR luciferase reporter; actives 1% (n = 190,000); AID 1276; SH-SY5Y APP 5'UTR luciferase reporter, luminescence; zero percent = DMSO vehicle wells; activation, % at 2 µM;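 active = activation above a set limit, based on mean plus 3 SD of controls, cut at about 140% in these data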; also: values of inactives mirror those of a sister screen read the other way
Diaph inh CS – counter-screen for diaphorase-based assays: diaphorase inhibitors and chemical oxidizers. actives 0.69% (n = 190,000). diaphorase resazurin-to-resorufin fluorescence, NADH, 16 min; bacterial (C. kluyveri) enzyme, not human. inhibition, % at 20 µM;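 active = primary screen inhibition at 20 µM above a set limit, cut at about 50% in these data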;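 also: plate controls were DMSO with full reaction for no effect and wells lacking NADH for full effect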
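Detection: fluorescence of resorufin formed from resazurin, Ex 544/Em 590 nm; test system: Clostridium kluyveri diaphorase enzyme; amount: 0.14 U/mL diaphorase, enzyme working solution; times: 16-min room-temperature incubation before reading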
TLR4-MyD88 BLA – blocks binding of human TLR4 to MyD88; AID 861; HeLa CL3-4 TLR4/MyD88 BLA complementation, FRET ratio; inhibition, % at 8.4 µM; actives 0.18% (n = 200,000); in the data active = inhibition above about 25%;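 also: 0% = vehicle and 100% = reference inhibitor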
STAT1 act – activators of IFN-gamma induced STAT1 signaling; NIH 3T3 STAT1-luciferase reporter, luminescence; 100% = IFN-gamma alone, no compound; activation (% of control), % at 5.5 µM; actives 2.6% (n = 200,000);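 active = activation above the screen-wide mean activation plus 3 SD, cut at about 130% in these data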;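 also: raw ratio to IFN-gamma control signal so 100% means no change and 0% no light; values of inactives mirror those of a sister screen read the other way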
G6PDH CS – counter-screen for G6PDH assay hits: L. mesenteroides G6PDH inhibition | Purified L. mesenteroides G6PDH, diaphorase/resazurin coupled fluorescence, 45 min | inhibition, % at 5 µM | actives 0.12% (n = 200,000); in the data active = inhibition above about 50%
Diaph act CS – diaphorase activation or chemical reduction counter-screen; Diaphorase/resazurin coupled assay, resorufin fluorescence, 16 min; hits give high values; 1 = vehicle wells, 0 = NADH-free wells; activation factor at 20 µM; actives 0.005% (n = 190,000); AID 1229;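 active = diaphorase activity raised at least twofold by the compound at 20 µM; inactive = activation factor below 2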
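Material: Purified diaphorase enzyme from Clostridium kluyveri | Buffer or medium: 50 mM HEPES pH 7.4 with 4.542 mM MgCl2, 0.005% Tween 20 | Times: 16 min enzyme reaction, ambient temperature | Signal: Red resorufin fluorescence at 544/590 nm excitation/emission | Measure: Increased resorufin signal from activators or reducing compounds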
FLuc stim CS – firefly luciferase counter-screen for stimulation assays. activation factor at 10 µM. ATPlite luciferase biochemical, luminescence, 10 min; 0 = ATP-free wells, 1 = DMSO control. P08659. 200,000 tested, under 10 active;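 active = luciferase activation factor, scaled between plate controls, of at least 2 with compound at 10 µM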
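Assay system – cell-free luciferase reagent · Medium – PBS-based ATP solution · Dosing – test compounds dosed from 2 mM stocks in 100% DMSO · Timing – 10 min, room temperature · Technique – light output (luminescence) · Measure – luminescence gain marking luciferase activators · Controls – No-ATP low control, compound-free enzyme-plus-ATP high control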
Starred values were filed as active, the others as inactive; · = not tested or not shown.

SMILES | FLuc inh counter | NF-kB expr up | APP 5UTR inh | APP 5'UTR act | Diaph inh CS | TLR4-MyD88 BLA | STAT1 act | G6PDH CS | Diaph act CS | FLuc stim CS
COc1cccc(CN2CCN(c3ncccn3)CC2)c1 | -3.8 | 1.02 | -10.1 | 10.1 | 18.4 | -0.3 | 103.4 | 1.3 | 0.8 | 1
COc1ccccc1N1CCN(C(=O)c2ccc3c(=O)n(Cc4ccco4)c(=S)[nH]c3c2)CC1 | -5.4 | 0.59 | -2.7 | 2.7 | 20.4 | -2.5 | 93.8 | 9.3 | 0.8 | 1.1
C=CCNc1oc(-c2ccc(OC)cc2)nc1C#N | 21.3 | 2.52 | -53.2 | 53.2 | 18.0 | 0.9 | 124.3 | -28.5 | 0.8 | 0.8
CN(C)S(=O)(=O)c1ccc(C(=O)NCCN2C(=O)S/C(=C\c3cccnc3)C2=O)cc1 | -1.7 | 0.97 | -14.6 | 14.6 | 19.2 | 7.8 | 97.2 | 9.5 | 0.8 | 1
Cc1ccc(CSC2=Nc3sccc3C3=NC(=O)CN23)cc1 | -4.7 | 1.38 | -14.5 | 14.5 | 8.2 | 8.8 | 102.6 | 1.5 | 0.9 | 1
O=C(O)CCCC(=O)Nc1nncs1 | -4.7 | 1.05 | 10.8 | -10.8 | 21.1 | -2.5 | 105.2 | 2.9 | 0.8 | 1
COCCN1CCN(Cc2nc(C3(c4ccc(C)cc4)CCCC3)no2)CC1 | -7.8 | 1.02 | 4.8 | -4.8 | 9.6 | -24.0 | 104.3 | 8.3 | 0.9 | 1.1
Cc1ccccc1NC(=O)c1ccc(CSc2ncccn2)cc1 | -1.5 | 1.42 | -9.5 | 9.5 | 12.0 | -21.7 | 99.7 | 6.9 | 0.9 | 1
N#Cc1cnn2c1nc(N1CCOCC1)c1ccccc12 | -3.6 | 1.02 | -2.1 | 2.1 | 13.2 | -13.4 | 106.9 | 2.4 | 0.9 | 1
CCCn1c(O)c(/C=C2\C=NN=C2c2ccccc2)sc1=S | -4.0 | 1.23 | 17.6 | -17.6 | 14.1 | -4.2 | 107.9 | 5.7 | 0.9 | 1
CC1CCC2C(=O)N(c3ccc(Cc4ccncc4)cc3)C(=O)C2C1 (stereo not drawn) | -2.2 | 0.97 | 0.3 | -0.3 | 2.5 | -5.2 | 69.7 | 8.2 | 1 | 1
CC1CCN(S(=O)(=O)c2ccc3c(c2)oc(=O)n3CC(=O)N2CCc3ccccc3C2)CC1 | -9.0 | 0.87 | -8.1 | 8.1 | -3.6 | -11.0 | 93.4 | 8.4 | 1 | 1.1
CC(C)N(CCc1ccncc1)C(=S)Nc1ccc(F)c(Cl)c1 | -3.8 | 1.3 | -6.9 | 6.9 | 8.0 | 0.3 | 96.1 | 2.8 | 0.9 | 1
O=C([C@H](Cc1ccc(O)cc1)n1cc(CCO)nn1)N1CCNCC1 | -4.1 | 0.96 | 7.3 | -7.3 | 11.7 | -4.8 | 100.5 | 2.5 | 0.9 | 1
COc1ccccc1CNC(=O)c1cccc(N(C)C)c1 | -4.9 | 1.1 | -19.3 | 19.3 | 13.1 | 12.5 | 104.8 | 3.1 | 0.9 | 1
CSc1ccc(Cn2nnc(C(=O)NCc3ccccc3)c2N)cc1 | -4.9 | 1.01 | -16.3 | 16.3 | 11.4 | 1.7 | 98.2 | -0.4 | 0.9 | 1
CCCOC(=O)Nc1nc(-c2ccc(C)cc2)c(C)s1 | 0.2 | 1.61 | 3.6 | -3.6 | 8.0 | -2.7 | 105.5 | 0.8 | 0.9 | 1
O=C(NC1Cc2ccccc2C1)c1cc(COc2ccc(F)cc2Cl)on1 | -4.1 | 1 | -2.2 | 2.2 | 5.7 | -5.3 | 102.1 | 12.3 | 0.9 | 1
O=C(CSc1ccc(-c2ccccc2)nn1)N1CCOCC1 | 4.1 | 1.61 | -14.2 | 14.2 | 6.7 | -4.9 | 100.7 | 4.0 | 0.9 | 1
COc1ccccc1OCC(O)CN1C(=O)NC(C)(C)C1=O (stereo not drawn) | -5.0 | 1.04 | -4.8 | 4.8 | 14.1 | · | · | 0.9 | 0.9 | 1.1
CCC(C)(C)n1nnnc1C(c1cc2ccc(OC)cc2[nH]c1=O)N1CCCCC1 (stereo not drawn) | -9.2 | 0.93 | 5.9 | -5.9 | 17.3 | -1.2 | 100.3 | 0.3 | 0.8 | 1.1
Cc1cccc(N2C(=O)SC(SC(=Nc3ccccc3)Nc3ccccc3)C2=O)c1 (stereo not drawn) | -3.8 | 1.17 | -14.2 | 14.2 | 18.8 | -3.7 | 126.7 | 3.5 | 0.8 | 1
O=C1[C@@H]2C(Cc3ccc(O)cc3)NC3(C(=O)Nc4ccc(F)cc43)[C@@H]2C(=O)N1c1ccc(F)cc1 (stereo partly drawn) | 2.6 | 1.17 | 1.8 | -1.8 | 16.3 | 1.8 | 102.8 | 7.4 | 0.8 | 1
O=C(N1CCOCC1)N1CCN(c2nc(-c3ccc(F)cc3)cs2)CC1 | 19.5 | 1.03 | 14.7 | -14.7 | 8.9 | 13.5 | 100.1 | -5.4 | 0.9 | 0.8
COc1ccc(C(=O)Nc2ccc(S(=O)(=O)Nc3onc(C)c3C)cc2)c(OC)c1 | 4.9 | 1.2 | -0.2 | 0.2 | 10.7 | -4.2 | 101.5 | 5.8 | 0.9 | 1
New compounds follow:
SMILES | FLuc inh counter | NF-kB expr up | APP 5UTR inh | APP 5'UTR act | Diaph inh CS | TLR4-MyD88 BLA | STAT1 act | G6PDH CS | Diaph act CS | FLuc stim CS
COc1ccc(OC)c(/C=C2\SC(=S)N(Cc3cccnc3)C2=O)c1 | -0.1 | 3.85* | 13.4 | -13.4 | 8.3 | -9.0 | 100.3 | -7.9 | 0.9 | 1
O=c1cc(N2CCc3ccccc32)[nH]c(=O)n1-c1ccccc1 | -2.1 | 1.41 | 0.8 | -0.8 | -2.6 | -9.5 | 95.8 | 1.8 | 1 | 1
C=CCN(C(=O)CSc1nc2c(sc3ccccc32)c(=O)n1CCN(CC)CC)c1ccccc1 | 2.1 | 0.72 | -21.2 | 21.2 | 24.6 | -2.1 | 98.4 | -1.3 | 0.8 | 1
COc1ccc(CCc2nnc(CCC(=O)N(C)Cc3ccnc4ccccc34)o2)cc1 | -1.5 | 1.06 | 5.8 | -5.8 | 1.4 | 3.0 | 86.7 | 1.5 | 1 | 1
CC(C)OCC(O)CCc1n[nH]c(=S)n1-c1ccccc1 (stereo not drawn) | -0.3 | 1.07 | · | · | -2.4 | 10.7 | 94.1 | 1.6 | 1 | 1
CCN(CC(=O)Nc1ccc(C)c(F)c1)CC(=O)NC(C)(C)C | -4.4 | 1.08 | 9.2 | -9.2 | 3.2 | 3.6 | 95.3 | 1.5 | 1 | 1
O=C(N/N=C\c1ccccc1)c1ccccc1-n1cccc1 | -3.0 | 1 | 1.1 | -1.1 | 9.5 | 6.1 | 99.5 | 2.3 | 0.9 | 1
Cc1ccc(C)c(NCC(O)c2ccccc2)c1 (stereo not drawn) | -3.8 | 1.05 | -9.3 | 9.3 | 13.5 | -2.5 | 104.7 | 3.3 | 0.9 | 1
Cn1cccc1CC(=O)NNC(=S)Nc1ccc(Cl)cc1 | -3.5 | 1.21 | 4.3 | -4.3 | 14.2 | 9.8 | 102.9 | -6.3 | 0.9 | 1
O=S(=O)(c1ccc(F)cc1)N1CCN=C1SCc1cccnc1 | -1.3 | 1.45 | 8.6 | -8.6 | 6.1 | 11.9 | 101.5 | 3.3 | 0.9 | 1
CN(C1CCCCC1)S(=O)(=O)c1ccc(S(=O)(=O)N2CCN(C(=O)c3ccccc3F)CC2)cc1 | -3.0 | 1.05 | · | · | 15.5 | 8.7 | 94.5 | 2.5 | 0.8 | 1
Cc1ccccc1N(C(=O)c1csnn1)C(C(=O)NC(C)(C)C)c1ccncc1 (stereo not drawn) | -6.6 | 1.36 | -10.1 | 10.1 | 19.2 | -1.7 | 103.2 | 9.6 | 0.8 | 1.1
CCn1c(-c2ccc3ncccc3c2)n[nH]c1=S | -3.7 | 1.18 | 3.7 | -3.7 | 9.5 | 7.6 | 105.7 | 3.0 | 0.9 | 1
Cc1nc2ccccc2n1C1CCN(CC(=O)NCc2ccc(F)cc2)CC1 | -5.9 | 0.84 | -12.2 | 12.2 | -0.6 | 2.4 | 106.3 | 4.6 | 1 | 1.1
CCC(Sc1ncccc1C(=O)O)C(=O)N1CCOCC1 (stereo not drawn) | 1.0 | 1.03 | 3.6 | -3.6 | 4.6 | -5.8 | 93.0 | 4.4 | 1 | 1
Cc1ccc(C2CC2C(=O)NNC(=S)Nc2cccc(C)c2)cc1 (stereo not drawn) | 2.0 | 1.15 | 10.0 | -10.0 | -6.6 | -3.1 | 86.3 | 3.9 | 1.1 | 1
Cc1cn2c(N)c(C=C3C=C(Cl)C(=O)C(Cl)=C3)c(=O)nc2s1 | 0.1 | 0.95 | -11.8 | 11.8 | 20.7 | -5.8 | 105.0 | 9.0 | 0.8 | 1
O=C(O)c1cc(N2C(=O)C3CC=CCC3C2=O)ccc1NCc1cccnc1 (stereo not drawn) | -0.5 | 1.19 | -8.9 | 8.9 | 9.3 | 5.7 | 95.4 | 8.4 | 0.9 | 1

Some of the entries so far, in markdown:
| structure | FLuc inh counter | NF-kB expr up | APP 5UTR inh | APP 5'UTR act | Diaph inh CS | TLR4-MyD88 BLA | STAT1 act | G6PDH CS | Diaph act CS | FLuc stim CS |
| --- | --- | --- | --- | --- | --- | --- | --- | --- | --- | --- |
| CN(C1CCCCC1)S(=O)(=O)c1ccc(S(=O)(=O)N2CCN(C(=O)c3ccccc3F)CC2)cc1 | -3.0 | 1.05 | · | · | 15.5 | 8.7 | 94.5 | 2.5 | 0.8 | 1 |
| Cc1ccccc1N(C(=O)c1csnn1)C(C(=O)NC(C)(C)C)c1ccncc1 (stereo not drawn) | -6.6 | 1.36 | -10.1 | 10.1 | 19.2 | -1.7 | 103.2 | 9.6 | 0.8 | 1.1 |
| CCn1c(-c2ccc3ncccc3c2)n[nH]c1=S | -3.7 | 1.18 | 3.7 | -3.7 | 9.5 | 7.6 | 105.7 | 3.0 | 0.9 | 1 |
| Cc1nc2ccccc2n1C1CCN(CC(=O)NCc2ccc(F)cc2)CC1 | -5.9 | 0.84 | -12.2 | 12.2 | -0.6 | 2.4 | 106.3 | 4.6 | 1 | 1.1 |
| CCC(Sc1ncccc1C(=O)O)C(=O)N1CCOCC1 (stereo not drawn) | 1.0 | 1.03 | 3.6 | -3.6 | 4.6 | -5.8 | 93.0 | 4.4 | 1 | 1 |
| Cc1ccc(C2CC2C(=O)NNC(=S)Nc2cccc(C)c2)cc1 (stereo not drawn) | 2.0 | 1.15 | 10.0 | -10.0 | -6.6 | -3.1 | 86.3 | 3.9 | 1.1 | 1 |
| Cc1cn2c(N)c(C=C3C=C(Cl)C(=O)C(Cl)=C3)c(=O)nc2s1 | 0.1 | 0.95 | -11.8 | 11.8 | 20.7 | -5.8 | 105.0 | 9.0 | 0.8 | 1 |
| O=C(O)c1cc(N2C(=O)C3CC=CCC3C2=O)ccc1NCc1cccnc1 (stereo not drawn) | -0.5 | 1.19 | -8.9 | 8.9 | 9.3 | 5.7 | 95.4 | 8.4 | 0.9 | 1 |
